# Bioassay records as filed in PubChem BioAssay.
# GRK2 aptamer HTS = blocks RNA aptamer binding to human GRK2 | P25098 | bead flow cytometry, FAM-aptamer displacement from GRK2 | inhibition of aptamer binding, % at 10 µM | actives 0.59% (n = 330,000);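 active means inhibition of aptamer binding above 40%, roughly 3 SD of noise, on plates passing a quality check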;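 further: median bead fluorescence of bound FAM aptamer so fluorescent compounds give negative values; no value below 0 was filed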
# Target sequence (P25098 whole entry, looked up): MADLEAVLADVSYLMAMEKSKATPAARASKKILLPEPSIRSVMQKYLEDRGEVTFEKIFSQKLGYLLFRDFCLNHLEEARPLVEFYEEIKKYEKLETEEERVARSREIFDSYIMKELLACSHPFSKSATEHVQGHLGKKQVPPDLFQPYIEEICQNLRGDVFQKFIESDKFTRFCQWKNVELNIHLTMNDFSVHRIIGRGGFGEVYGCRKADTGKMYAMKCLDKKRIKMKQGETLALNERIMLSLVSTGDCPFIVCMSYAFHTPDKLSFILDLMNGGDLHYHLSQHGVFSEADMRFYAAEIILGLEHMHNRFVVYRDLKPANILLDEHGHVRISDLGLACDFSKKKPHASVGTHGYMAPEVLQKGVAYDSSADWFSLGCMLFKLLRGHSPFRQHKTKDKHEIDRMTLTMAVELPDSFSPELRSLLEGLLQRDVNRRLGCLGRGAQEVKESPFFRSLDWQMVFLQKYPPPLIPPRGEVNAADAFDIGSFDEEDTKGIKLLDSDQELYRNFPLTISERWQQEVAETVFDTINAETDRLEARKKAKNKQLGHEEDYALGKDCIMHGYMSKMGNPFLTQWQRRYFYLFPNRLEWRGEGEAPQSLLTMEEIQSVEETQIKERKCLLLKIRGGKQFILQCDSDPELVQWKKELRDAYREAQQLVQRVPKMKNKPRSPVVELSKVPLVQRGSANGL
# MEP2 TOR yeast = alters MEP2-GFP fluorescence in TOR pathway yeast screen | S. cerevisiae MEP2-GFP strain, flow cytometry GFP, 3 h; 100% = DMSO control level | GFP response vs DMSO, % at 10 µM | actives 0.51% (n = 330,000) | AID 2016;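 active means GFP response versus DMSO above a set limit, roughly screen mean plus 3 SD, cut at about 180% in these data; inconclusive means fewer than 70 cells counted for a yeast strain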;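 further: median GFP fluorescence of the barcode-gated MEP2-GFP cells per well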
# VLA-4 inh = inhibition in a human VLA-4 binding assay; P13612; actives 0.2% (n = 330,000); VLA-4 expressing cells, ligand binding flow cytometry; AID 2557; inhibition, % (about 7 µM as worked out from the volumes in the protocol); in the data active means inhibition above about 50%
# CIT2-GFP yeast = yeast TOR pathway CIT2-GFP modulation. S. cerevisiae CIT2-GFP strain, flow cytometry, 3 h; 100 means same as DMSO wells. GFP response vs DMSO, % at 10 µM. actives 0.065% (n = 320,000). AID 2029;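 active means GFP response relative to DMSO above a set limit, near the screen mean plus 3 SD, cut at about 150% in these data; inconclusive means Fewer than 70 cells measured for a yeast strain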;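 further: ratio of well median GFP fluorescence to mean of DMSO wells on the plate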
# LAP4-GFP MLPCN = alters LAP4-GFP fluorescence in TOR pathway yeast screen | S. cerevisiae LAP4-GFP multiplex, flow cytometry GFP, 3 h; median GFP as percent of DMSO wells | GFP response vs DMSO, % at 10 µM | actives 0.34% (n = 320,000);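 active means GFP response vs DMSO above a set limit, about the screen mean plus 3 SD, cut at about 150% in these data; inconclusive means under 70 cell events counted for the yeast strain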
# RPL19A-GFP yeast = alters RPL19A-GFP fluorescence in TOR pathway yeast screen; S. cerevisiae RPL19A-GFP strain, flow cytometry, 3 h; active compounds read low; percent response vs DMSO, % at 10 µM; actives 0.3% (n = 330,000);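 active means percent response vs DMSO below 50%; inconclusive means fewer than 70 events counted for the yeast strain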;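 further: median channel GFP fluorescence of the barcoded RPL19A-GFP strain; ratio of sample median GFP to plate DMSO average so 100% = DMSO; lower means less RPL19A-GFP as with rapamycin TOR inhibition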
# CR mimetic SO = yeast age-related superoxide inhibition as caloric restriction mimetic. S. cerevisiae aged cells, superoxide DHE fluorescence; active compounds read low. superoxide response (% of plate mean), % at 10 µM. actives 0.18% (n = 330,000). AID 2690;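 active means superoxide response under a set limit, about three screen SD below normal, cut at about 65% in these data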;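 further: yeast aged for seven days with compound at 30 °C before DHE staining; 100% = average MFI of all compound-treated wells on the plate with controls excluded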
# AGP1-GFP MLPCN = alters AGP1-GFP fluorescence in TOR pathway yeast screen; S. cerevisiae AGP1-GFP multiplex flow cytometry, 3 h; GFP as percent of DMSO wells; GFP response vs DMSO, % at 10 µM; actives 0.02% (n = 320,000); AID 2066;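 active means GFP response relative to DMSO above a set limit, near screen average plus 3 SD, cut at about 150% in these data; inconclusive means fewer than 70 cells counted for the yeast strain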;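 further: median GFP channel fluorescence of the gated AGP1 strain per well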
# * hit, by the source's call; ? = inconclusive; [ ] = remark or other dose.
SMILES	AGP1-GFP MLPCN	LAP4-GFP MLPCN	RPL19A-GFP yeast	GRK2 aptamer HTS	VLA-4 inh	CIT2-GFP yeast	MEP2 TOR yeast	CR mimetic SO
CC(C)CC1NC(=O)c2ccc(Cl)cc2-n2c1nc1ccc(F)cc1c2=O (stereo not drawn)	98	87	98	0	5	96	94	85
O=[N+]([O-])c1ccc(C[n+]2ccc(Cc3ccccc3)cc2)cc1	105	105	103	0	-4	108	102	94
COc1ccc(NC(=S)N/N=C2\CC(C)(C)Oc3ccc(OC)cc32)cc1	101	89	102	1	23	104	103	109
Cc1ccc(C23CC4CC(CC(CC(=O)N5CCOCC5)(C4)C2)C3)cc1	96	100	94	1	1	94	98	113
CNC(=O)c1cc(Nc2nnc(-c3ccc(O)cc3)c3ccccc23)ccc1OC	99	94	102	3	3	99	100	103
CCOC(=O)C1=C(c2ccccc2)NC(=O)NC1c1cc(OC)c(OC)c(OC)c1 (stereo not drawn)	95	103	104	2	3	102	102	104
CN1CCN(C(=O)c2ccc3c(c2)NC(=O)C(N2CCOCC2)S3)CC1 (stereo not drawn)	102	106	102	4	9	111	107	106
O=C(Nc1cccc(S(=O)(=O)N2CCCCC2)c1)c1cc(=O)[nH]c2ccccc12	92	88	97	4	-6	89	92	114
O=C(O)c1ccccc1SC1CC(=O)N(c2ccc3c(c2)OCO3)C1=O (stereo not drawn)	101	151*	100	9	4	85	89	111
Cc1cc(C(=O)Nc2ccccc2Cl)c2ccccc2n1	104	93	108	0	-3	104	109	108
O=C(COc1ccccc1Cl)NNC(=O)c1cc(S(=O)(=O)N2CCOCC2)ccc1N1CCCC1	94	89	101	0	6	97	103	118
O=C(NCC1CCCO1)C(c1ccc(N2CCOCC2)cc1)N(C(=O)Cn1nnc2ccccc21)c1ccccc1F (stereo not drawn)	99	87	103	3	-6	103	100	136
COc1cc(NC(=O)C2=C(N3CCOCC3)/C(=C/c3ccc(Cl)cc3)CC2)cc(OC)c1OC	95	91	102	0	-27	96	105	108
Cc1ccc(N(CC(O)CN2C(=O)NC(C)(C)C2=O)S(=O)(=O)c2ccc(C)cc2)cc1 (stereo not drawn)	101	96	109	3	-8	113	103	107
COc1cc(C(=O)NCc2nnc(SCC(=O)N3CCc4ccccc43)o2)cc(OC)c1OC	94	101	99	1	3	94	103	114
COc1ccc(C(C(=O)Nc2ccc3c(c2)OCO3)N(C)C(=O)Cc2c[nH]c3ccccc23)cc1 (stereo not drawn)	108	100	109	3	10	111	112	97
CCOc1ccc(C)cc1-n1nc2ccccc2n1	102	106	89	0	6	99	98	90
COCCCOc1cc(NCc2ccccc2)c2ncn(C(C)C)c2c1	98	86	95	0	9	89	95	146
Cc1ccc(O)c(C2=NOC(O)(C(F)(F)F)C2)c1 (stereo not drawn)	102	105	94	0	6	104	100	108
O=C1CSC(c2ccccc2[N+](=O)[O-])N1c1ccc(O)cc1 (stereo not drawn)	94	98	94	0	-4	95	96	99
O=c1oc2ccccc2c(N2CCCC2)c1CN1CCCC1	101	98	99	0	13	98	99	104
CCOC(=O)C(C)Sc1nnc(-c2ccccc2O)n1-c1ccc(C)cc1 (stereo not drawn)	95	92	99	0	1	88	95	107
COC(=O)C(COC(=O)c1c(F)cccc1F)NC(=O)c1c(F)cccc1F (stereo not drawn)	101	93	99	2	-2	102	106	110
CCC(c1nnnn1C(C)(C)C)N(Cc1ccco1)Cc1cc2cccc(C)c2[nH]c1=O (stereo not drawn)	?	98[may fluoresce violet]	54[may fluoresce violet]	3	4	?	350*[may fluoresce violet]	107
Cc1nc2sccc2c(=O)n1-c1cccc(Cl)c1	103	94	96	0	12	95	117	94

# New compounds follow
SMILES	AGP1-GFP MLPCN	LAP4-GFP MLPCN	RPL19A-GFP yeast	GRK2 aptamer HTS	VLA-4 inh	CIT2-GFP yeast	MEP2 TOR yeast	CR mimetic SO
Cc1cccc2c(=O)cc(C(F)(F)F)[nH]c12	96	100	101	0	4	95	108	102
CCCN(CCC)Cc1c(C(=O)N/N=C/c2ccco2)nnn1-c1nonc1N	103	94	103	0	1	97	105	100
Cc1cc(NC(=O)COc2ccccc2C#N)no1	92	99	94	4	2	92	94	74
COc1ccc(C(=O)Nc2ccc(CN3CCOCC3)cc2)cc1Br	102	96	101	0	0	105	108	93
COc1cccc2c(=O)cc(C)n(CC(=O)Nc3ccc(C)c(C)c3)c12	99	100	96	0	-2	92	97	113
CCc1ccc(NC(=O)c2cc(-c3ccc(OC)cc3)on2)cc1	98	101	99	0	3	102	103	107
CC(C)[C@H](NC(=O)[C@H](Cc1ccccc1)n1c(=O)[nH]c2ccccc2c1=O)C(=O)N1CCC[C@H]1C(=O)O	111	109	103	2	-31	107	111	83
O=C(COc1ccc(Br)cc1)NCCCNC(=O)c1cccnc1	96	98	104	1	-8	107	105	102
O=C(NNS(=O)(=O)c1cc(Cl)c(Cl)cc1Cl)c1cccnc1	113[may fluoresce green]	110[may fluoresce green]	92[may fluoresce green]	0	-1	140[may fluoresce green]	112[may fluoresce green]	110
COc1ccc(/C=C(/NC(=O)c2ccccc2)C(=O)NCc2ccncc2)cc1	97	95	97	7	30	98	107	89
COc1cc(OC)c(OC)cc1/C=C1/C(=O)N=C(N)N1C	92	85	93	0	-108	95	100	92
O=C(O)CN1C(=O)SC(Nc2ccccc2C(=O)O)C1=O (stereo not drawn)	99	105	93	3	-8	98	95	111
O=C(CN1C(=O)C2CCCCC2C1=O)OCn1nnc2ccccc2c1=O (stereo not drawn)	102	98	103	3	1	104	111	99
Cc1cccc(C)c1N=Cc1c(C(F)(F)F)[nH][nH]c1=O	97	90	103	0	10	105	103	123
O=C(Cc1cccs1)NCCSc1c(-c2ccc(Cl)cc2)[nH]c2ccccc12	96	101	97	0	8	99	95	100
CN(C)c1nc(C(=O)O)nc(N2CCOCC2)n1	93	96	93	0	2	88	95	102
CC(=O)c1cccc(NC(=O)COC(=O)c2ccc3c(c2)OCCO3)c1	102	108	96	0	11	98	101	102
CCCc1ccc(-c2cc(C(=O)N/N=C/c3ccc([N+](=O)[O-])o3)c3ccccc3n2)cc1	101	104	102	2	3	101	105	101
CCCc1ccc(NS(=O)(=O)c2c(C)oc(C)c2C(=O)OC)cc1	106	119	100	1	-13	97	96	108
Fc1ccc(/C=N/c2c(-c3ccc(F)cc3)nc3n2CCS3)cc1	96	100	100	0	4	103	103	82
CCN(C(=O)CSc1nnc(-c2ccccc2)o1)c1c(N)n(Cc2ccccc2)c(=O)[nH]c1=O	108	100	101	0	3	100	101	91
O=C(CCS(=O)(=O)c1ccccc1)Nc1ccccc1F	104	96	104	0	-42	97	105	113
COc1cccc(/C=N/NC(=O)CO/N=C(\C)c2cccs2)c1OC	99	101	97	2	1	102	98	98
O=C(NC1CCCCC1)c1cccc2c1C(=O)c1ccc(-c3ccc(OC(F)(F)F)cc3)cc1S2(=O)=O	115	102	103	0	-16	97	101	97
O=C(Nc1nnc(-c2cccc(F)c2)s1)Nc1ccccc1F	98	99	99	3	-6	99	100	112

# Other records:
SMILES	AGP1-GFP MLPCN	LAP4-GFP MLPCN	RPL19A-GFP yeast	GRK2 aptamer HTS	VLA-4 inh	CIT2-GFP yeast	MEP2 TOR yeast	CR mimetic SO
CCc1ccccc1Nc1nc(N)nc(COC(=O)CCC(=O)c2ccc(F)cc2)n1	105	102	99	1	-10	102	102	98
O=C(NCCCCc1ccccc1)C12CN(Cc3ccccc3)CC1C(c1ccc([N+](=O)[O-])cc1)=NO2 (stereo not drawn)	96	105	109	0	27	92	100	99
Cc1cccc(C(=O)NCC(=O)OCc2cc(=O)n3ccsc3n2)c1	101	101	97	2	3	102	102	93
COc1ccccc1OCCN(C#N)c1nc(N(C)C)nc(N(C)C)n1	93	105	90	0	8	87	90	95
Cc1ccccc1NC(=O)C1CCCN1S(=O)(=O)c1cccc2cccnc12 (stereo not drawn)	102	100	98	0	-5	104	107	101
CCC(C)n1c(SCc2ccc([N+](=O)[O-])cc2)nc2ccsc2c1=O (stereo not drawn)	104[may fluoresce red]	83[may fluoresce red]	?	0	12	100[may fluoresce red]	82[may fluoresce red]	96
COC(=O)n1c(=S)oc2cc(Cl)ccc21	81	159*	66	5	-5	66	107	91
C=CCOC(=O)C1=C(C)NC(=O)NC1c1cc(Cl)cc(Cl)c1OC (stereo not drawn)	94	91	99	13	2	104	104	90
COc1cccc(OCCCN2CCCCCC2)c1	108	96	103	0	14	106	108	93
COc1cccc(C2=NOC(C(=O)Nc3ccc(C(C)=O)cc3)C2)c1 (stereo not drawn)	95	108	94	3	-3	92	100	106
Cc1ccccc1Cn1c(=O)n(CCC(=O)NCc2ccc3c(c2)OCO3)c(=O)c2ccccc21	96	92	95	0	31	88	92	105
COc1ccc(NC(=O)CN2CCC(NC(=O)C3CCCCC3)CC2)cc1	88	91	87	0	0	90	101	89
O=C(Nc1ccc(O)cc1)C1CC=CCC1 (stereo not drawn)	106	96	100	0	3	99	102	94
CCCNC(=O)CNC(=S)N(Cc1ccccc1F)C1CCCCC1	102	100	109	0	8	106	115	104
Cc1cc(C)c2cc(C#N)c(N3CCCN(C(=O)c4cnccn4)CC3)nc2c1	103	92	104	2	-2	103	102	110
CCOC(=O)C1=C(C)NC(C)=C(C(=O)OCC)C1C(=O)OCC(=O)N(C)C	97	100	95	0	4	99	95	96
COc1cc(OC)c2ccc(=O)oc2c1C(CC(=O)N1CCCC1)c1ccc2c(c1)OCO2 (stereo not drawn)	84	103	100	20	18	80	95	102
CC1CCN(C(=O)Cn2cc(C(=O)c3ccco3)c3ccccc32)CC1	99	95	100	1	21	95	104	95
CCCN1Cc2cccc(C(=O)NC3CCCC3)c2C1=O	97	109	101	0	5	94	105	141
COCc1cc(C)nc(OCC(=O)N/N=C/c2ccc(C)cc2)c1C#N	107	106	98	0	5	92	98	100
COc1cc(C2C(C#N)=C(N)Oc3cc(C)oc(=O)c32)cc(OC)c1OC (stereo not drawn)	114	143	102	0	6	109	108	94
CCCC/C(C)=N\NC(=O)CNS(=O)(=O)c1ccc([N+](=O)[O-])cc1	89	87	91	1	1	93	93	122
CC1Nc2nc(NC(=O)C(C)(C)C)[nH]c(=O)c2N(C)C1C (stereo not drawn)	93	122	99	0	7	83	93	100
O=C(NC(Cc1c[nH]c2ccccc12)C(=O)N1CCOCC1)c1cccs1 (stereo not drawn)	104	104	101	0	9	106	104	116
CCO[C@@H]1OC(C(=O)N2CCN(C)CC2)=C[C@H](C(C)(C)C)[C@H]1CCCO	97	118	104	0	-76	118	102	101

# (continued)
SMILES	AGP1-GFP MLPCN	LAP4-GFP MLPCN	RPL19A-GFP yeast	GRK2 aptamer HTS	VLA-4 inh	CIT2-GFP yeast	MEP2 TOR yeast	CR mimetic SO
CCCNC(=O)c1cc2cc([N+](=O)[O-])ccc2s1	88	105	87	0	27	89	96	104
CCCCOc1ccc(/C=C/C(=O)NCCc2nc3ccccc3[nH]2)cc1	93	94	93	2	2	93	97	83
Cc1cccc(/C=N/NC(=O)c2cc(-c3cccnc3)nc3c2c(C)nn3-c2ccccc2)c1	98	106	99	0	-9	91	97	110
O=C(OCCN1C(=O)c2ccccc2C1=O)c1cnccn1	99	93	96	0	4	102	90	120
Cc1ccccc1S(=O)(=O)N(CC(O)CN1CCCCC1)c1ccccc1 (stereo not drawn)	103	106	100	0	6	94	108	117
CCCCCCn1nc(C(=O)OCC(=O)NC2CCS(=O)(=O)C2)c2ccccc2c1=O (stereo not drawn)	101	102	110	3	6	95	107	95
